# Compound activity as filed in PubChem.
# MazF activator – activators of E. coli MazEF toxin-antitoxin RNase, primary screen, biochemical, fluorescence, uHTS | Endoribonuclease toxin MazF (Escherichia coli (strain K12)), P0AE70 | FAM/BHQ RNA-DNA oligo cleavage fluorescence, 5 h | activation, % at 20 µM | 350,000 tested, 0.32% active; in the data active = activation above about 50%
# Target sequence (P0AE70 whole entry, looked up): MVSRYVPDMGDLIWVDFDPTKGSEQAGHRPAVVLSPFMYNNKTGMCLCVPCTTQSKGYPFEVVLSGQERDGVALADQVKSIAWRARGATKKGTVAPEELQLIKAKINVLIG
# BoNT F protease – BoNT/F light chain protease inhibitors, primary screen, biochemical, flow cytometry, MLPCN library | Botulinum neurotoxin type F light chain protease (Clostridium botulinum) | Multiplex microsphere protease cleavage assay | inhibition, % at 10 µM | 360,000 tested, 0.22% active; in the data active = inhibition above about 35%, passing the limit was not always enough; inconclusive = no clear call, values can overlap the other calls; also: plate controls were buffer without enzyme for full effect and enzyme alone for no effect
# UGM FP inh – M. tuberculosis UGM enzyme inhibitors, primary screen, biochemical, fluorescence polarization, single point | UDP-galactopyranose mutase (Mycobacterium tuberculosis (strain ATCC 25618 / H37Rv)), … | purified UGM, fluorescence polarization probe displacement | 320,000 tested, 0.06% active | AID 504406, 2011 | inhibition, % at 10 µM; in the data active = inhibition above about 10%, passing the limit was not always enough; inconclusive = no clear call, values can overlap the other calls
# Target sequence (P9WIQ1 whole entry, looked up): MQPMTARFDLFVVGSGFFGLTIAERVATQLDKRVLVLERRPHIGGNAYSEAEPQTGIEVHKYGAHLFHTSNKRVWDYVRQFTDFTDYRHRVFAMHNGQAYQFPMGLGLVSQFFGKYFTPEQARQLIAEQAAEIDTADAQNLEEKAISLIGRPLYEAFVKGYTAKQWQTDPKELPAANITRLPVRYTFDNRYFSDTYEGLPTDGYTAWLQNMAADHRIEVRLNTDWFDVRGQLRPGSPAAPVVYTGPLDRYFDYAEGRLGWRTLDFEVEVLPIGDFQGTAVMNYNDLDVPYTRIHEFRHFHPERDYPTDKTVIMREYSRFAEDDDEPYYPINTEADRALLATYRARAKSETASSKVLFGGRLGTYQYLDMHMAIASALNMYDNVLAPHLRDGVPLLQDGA
# FadD28 binding – inhibitors of FadD28 bisubstrate probe binding, primary screen, biochemical, fluorescence polarization, single point; inhibition, % at 12.5 µM; 360,000 tested, 0.22% active; AID 588549, 2011; in the data active = inhibition above about 8.5%, passing the limit was not always enough; inconclusive = no clear call, values can overlap the other calls
# Mtb FBA inh – Mtb FBA enzyme inhibitors, primary screen, biochemical, fluorescence, strain H37Rv; Fructose-bisphosphate aldolase (Mycobacterium tuberculosis (strain ATCC 25618 / H37Rv)), …; purified M. tuberculosis FBA, fluorescence read-out; inhibition, % at 1 µM; 360,000 tested, 2.3% active; AID 588726, 2011; in the data active = inhibition above about 27%;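 also: 0% = vehicle and 100% = reference inhibitor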
# Target sequence (P9WQA3 whole entry, looked up): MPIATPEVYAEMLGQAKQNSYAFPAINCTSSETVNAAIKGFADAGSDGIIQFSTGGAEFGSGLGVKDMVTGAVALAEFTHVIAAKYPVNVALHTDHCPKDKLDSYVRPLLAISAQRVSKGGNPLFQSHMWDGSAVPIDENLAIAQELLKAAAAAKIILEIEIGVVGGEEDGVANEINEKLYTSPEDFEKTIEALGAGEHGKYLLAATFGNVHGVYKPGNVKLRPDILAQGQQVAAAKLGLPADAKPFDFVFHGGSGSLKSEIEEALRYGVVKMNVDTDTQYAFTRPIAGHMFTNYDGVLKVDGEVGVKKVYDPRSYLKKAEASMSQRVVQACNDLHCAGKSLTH
# DUSP3 inh – VHR1 phosphatase inhibitors, primary screen, biochemical, absorbance, uHTS; recombinant VHR phosphatase, pNPP absorbance; inhibition, % at 13.3 µM; 290,000 tested, 0.52% active; AID 1654, 2009; in the data active = inhibition above about 50%; also: some compounds called inactive have numbers as strong as hits
# Target sequence (P51452 whole entry, looked up): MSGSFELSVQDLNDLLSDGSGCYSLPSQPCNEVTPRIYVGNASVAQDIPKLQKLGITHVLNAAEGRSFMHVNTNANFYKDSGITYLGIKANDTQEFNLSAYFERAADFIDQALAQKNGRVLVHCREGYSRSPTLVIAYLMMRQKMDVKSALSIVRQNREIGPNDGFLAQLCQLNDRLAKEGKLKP
# CCHF vOTU inh – CCHFV vOTU protease inhibitors, primary screen, biochemical, Pep-AMC substrate, fluorescence | Crimean-Congo hemorrhagic fever virus L polyprotein viral ovarian tumor (vOTU) protease … | inhibition, % at 11.5 µM | 370,000 tested, 0.55% active | AID 651958, 2012; also: 0% = vehicle wells with enzyme and 100% = no enzyme wells
# GDH-TPI counter – GDH-TPI coupling enzyme inhibitors, primary screen, artefact control for M. tuberculosis FBA inhibitor project, biochemical, absorbance, full deck; GDH-TPI coupled enzyme counterscreen, NADH absorbance; inhibition, % at 4.8 µM; 360,000 tested, 1.2% active;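 also: 0% = DMSO wells and 100% = wells lacking the enzyme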
# Mtb BioA inh – M. tuberculosis BioA enzyme inhibitors, primary screen, biochemical, plate reader, single point, HTS | AID 602481, 2012 | inhibition, % at 9.99 µM | 360,000 tested, 0.096% active | purified M. tuberculosis BioA enzyme | 7,8-diaminopelargonic acid synthase BioA (Mycobacterium tuberculosis); in the data active = inhibition above about 40%; inconclusive = no clear call, values can overlap the other calls
# Rv3671c protease – Rv3671c serine protease inhibitors, primary screen, biochemical, fluorescence polarization, M. tuberculosis H37Rv | AID 2606, 2010 | 320,000 tested, 0.048% active | P9WHR9 | inhibition, % at 5.96 µM; in the data active = inhibition above about 38%;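 also: extracellular domain of Rv3671c used as enzyme; 0% = enzyme with DMSO and 100% = no enzyme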
# Active calls of the source: *; ? = inconclusive; / = not tested or not shown. Rule as the data show it, unless noted: active = inhibition above about 30%; inactive = the rest. Not a hit list. About 4.9% of those tested had a hit in this group.
SMILES,MazF activator,BoNT F protease,UGM FP inh,FadD28 binding,Mtb FBA inh,DUSP3 inh,CCHF vOTU inh,GDH-TPI counter,Mtb BioA inh,Rv3671c protease
Cc1ccc(S(=O)(=O)N2CCCCC2CCNC(=O)C(=O)NC2CCCC2)cc1 (configuration not stated),-1,-2,-1.2,-0.3,4,/,4,1,/,2
COc1ccc(C(=S)Nc2ccc(C)cc2)cc1,5,-2,1.3,-2.2,0,20,7,9,/,-9
O=C(c1ccccc1)N1CCN(S(=O)(=O)c2ccccc2)CC1,0,5,-1.8,-3.6,-1,21,6,0,/,-7
Cc1cc2oc(=O)cc(CN3CCN(Cc4ccc5c(c4)OCO5)CC3)c2cc1C,-2,10,-0.3,0.9,3,22,2,9,-1.2,3
COc1ccc(OC)c2cc3ccccc3cc12,-155,1,/,4.0,3,/,3,13,-4.0,/
COc1ccc(NC(=O)c2ccccc2NS(=O)(=O)c2ccc(C)cc2)c([N+](=O)[O-])c1,-2,-15,0.6,-1.0,-1,-4,26,6,/,1
CCOc1ccc(C(=O)NC(C(=O)NCC2CCCO2)C(C)C)cc1 (configuration not stated),2,-4,0.2,-3.2,0,5,-2,1,/,8
COc1ccccc1C(=O)Nc1cccnc1,7,6,-0.3,-3.8,-2,-2,10,-3,8.8,4
CC(=O)Nc1ccc(NC(=O)c2c(-c3ccccc3Cl)noc2C)c(C)c1,1,1,1.2,-1.6,1,10,0,-4,-0.4,-3
COc1cc(C2c3sc(=O)[nH]c3SC3C(=O)N(c4ccc(Br)cc4)C(=O)C32)ccc1O (configuration not stated),-10,2,1.4,1.0,-2,5,-2,1,-0.2,3
O=C(c1ccc(CN2CCc3ccccc3C2)cc1)N1CCc2ccccc2C1,0,?,0.1,-5.1,1,14,-2,-5,1.5,2
COc1cccc(NC(=O)CCNS(=O)(=O)c2ccc(Br)s2)c1,-14,-5,5.2,-1.7,4,20,-9,4,-4.1,-16
Cc1cc(C(=O)NC(C)CCc2ccccc2)ccc1[N+](=O)[O-] (configuration not stated),5,-19,-3.6,-5.6,1,-24,-14,-6,0.1,-2
CCOCc1c(C(=O)N2CCN(CCOc3ccc(Cl)cc3)CC2)oc2ccccc12,-3,-2,/,-1.4,-3,/,8,7,-1.4,/
O=C(O)c1ccc(NC(=O)N2C[C@H]3C[C@@H](C2)c2cccc(=O)n2C3)cc1,10,-6,1.2,-2.2,2,8,-5,9,-0.2,1
O=C(CN1C(=O)NC2(CCCC2)C1=O)N1CCN(C(=O)c2ccco2)CC1,7,2,1.2,-3.7,-2,10,4,5,-1.3,1
CNCC(=O)Nc1ccc(Cl)c(C(F)(F)F)c1,0,-5,-5.3,-1.0,-3,20,2,2,/,-2
COc1ccccc1N1CCN(CCN2C(=O)C3CCCN3C2=O)CC1 (configuration not stated),-7,-2,-0.6,-2.2,-2,-4,6,-1,-2.2,12
COCCN(C(=O)c1ccco1)c1nnc(-c2ccc(F)cc2)s1,-14,-3,2.7,-4.7,-3,14,-9,9,-0.2,0
COc1ccccc1CCC(=O)N(CCC1=CCCCC1)c1c(N)n(Cc2ccccc2)c(=O)[nH]c1=O,-7,4,-0.3,-3.3,4,/,3,6,/,6
Cc1cc(NS(=O)(=O)c2ccc(NC(=O)c3c(F)c(F)c(F)c(F)c3F)cc2)nc(C)n1,-1,-15,-0.1,0.8,1,-13,17,-1,-0.9,-6
Cc1ccccc1NC(=NCCCN1CC1)Nc1ccccc1C,-6,-53,/,-4.6,0,/,27,1,/,/
Cc1ccc(CNC(=O)C2CCCN2C(=O)NCc2ccccc2)cc1 (configuration not stated),11,6,-2.8,-3.1,-9,20,-13,0,2.0,-3
COc1ccc(CC(=O)OCc2nnc(-c3ccccc3)o2)cc1,-4,2,2.1,-3.6,0,-2,-9,-5,/,0
COc1ccc(CCN(C)C(=O)C2CC(=O)N(Cc3ccc(C)cc3)C2)cc1OC (configuration not stated),5,-4,-0.3,-1.4,5,/,5,4,0.2,-13
CCCS(=O)(=O)N1CCN(C(=O)COc2ccccc2)CC1,8,/,-2.1,0.2,0,28,-6,6,0.2,-4
O=C(NCc1ccco1)C(c1ccco1)N(CCc1ccccc1)C(=O)Cn1nnc2ccccc21 (configuration not stated),0,4,0.6,-2.7,2,-4,6,3,-0.8,-10
Clc1ccccc1-c1nnc(-c2cccs2)o1,5,4,-0.1,-2.9,22,20,-5,5,0.9,-4
Cc1ccc2c(c1)N(CCC(=O)NCCCN1CCCC1)C(=O)CO2,8,-4,-0.2,-4.0,-2,28,1,-9,-3.4,-7
CCOc1cc(C)c(S(=O)(=O)NC2CC(C)(C)NC(C)(C)C2)cc1C,8,-4,2.0,0.9,0,21,-1,-1,-3.0,4
O=C(Cn1cnc2c(NCc3ccccc3)ncnc21)NCC1CCCO1 (configuration not stated),4,0,/,1.3,3,/,17,4,1.5,/
COc1ccc(NC(=O)CN2C(=O)COc3ccc(C)cc32)c(OC)c1,8,?,0.6,-0.1,-3,-16,8,1,-0.6,0
COc1ccc(C(=O)C(CCCCC(CN(C)C)C(=O)c2ccc(OC)cc2)CN(C)C)cc1 (configuration not stated),13,-7,-2.6,-1.5,-6,19,-5,-1,-3.4,13
COc1ccc(CC(=O)OCC(=O)NC2CC2)cc1,5,-6,-2.2,-1.3,2,/,10,1,0.0,-1
O=C(O)CCC(=O)NNC(=O)c1cccc(Br)c1,7,-7,-2.2,0.9,2,-2,-12,8,/,2
Cc1nn(-c2ccccc2)c(Cl)c1CN(C(=O)CCl)c1cccc2ccccc12,-19,1,0.4,-4.3,-7,8,-1,-2,/,-9
COc1ccc(Cl)cc1-c1n[nH]c(=S)o1,5,-5,1.8,0.0,21,-8,21,12,-1.0,8
CC1(C)Oc2ccc3ccc(=O)oc3c2/C(=C/Nc2cccc(O)c2)C1=O,8,-3,-0.4,1.8,1,18,-2,8,/,-5
CC(=O)Nc1ccc(S(=O)(=O)NCc2ccc(C(=O)NC(C)c3ccccc3)cc2)cc1 (configuration not stated),2,-4,0.8,-3.4,-4,6,-12,-7,-0.2,-3
CCOc1ccc(NC(=O)Cn2nnc(-c3ccccc3NC(=O)CC)n2)cc1,-2,-45,4.2,-2.2,-13,-22,4,-2,/,-4
COCCNC(=O)C(=O)N/N=C(\C)CC(=O)Nc1cccnc1,2,0,0.9,0.4,3,16,-3,-1,-0.7,-2
CCc1ccc(N2C(=O)NC(=O)/C(=C\C=C\c3ccco3)C2=O)cc1,-132,0,-2.1,-0.2,2,23,13,4,-2.7,-18
Cc1cc(C)nc(NC(N)=NC(C)c2ccccc2)n1 (configuration not stated),10,/,0.2,/,/,16,-16,/,/,8
Cc1sc2nc(SCC(=O)N(C)c3ccccc3)n(C)c(=O)c2c1C,4,1,2.4,-4.5,1,-23,11,21,-0.1,-2
Cc1ccc(NC(=O)c2ccc(OCc3c(C)noc3C)cc2)c(C)c1,2,-3,-1.8,-3.3,-2,/,3,5,-2.1,0
COC(=O)c1sccc1Oc1ccc(Cl)cc1N1C(=O)CCC1=O,-6,-10,0.5,0.2,3,0,-9,11,-2.4,0
CCN(CC)CCCNC(CC(=O)Nc1cccc([N+](=O)[O-])c1)C(=O)O (configuration not stated),1,8,-0.9,-1.9,-2,-2,3,1,-5.5,-2
Cc1cc(C(=O)N2CCCC(CCC(=O)N3CCN(c4ccccn4)CC3)C2)c(C)o1 (configuration not stated),6,-4,0.6,-1.6,1,13,4,2,-0.8,6
COc1ccc(-n2ncc3c(SCC(=O)N4CCN(c5ccccc5OC)CC4)ncnc32)cc1,-8,-12,2.0,-0.5,-2,0,4,19,/,-4
Cc1ccc(NC(=O)CCCCCN2C(=O)[C@@H]3Cc4ccccc4CN3C2=O)c(C)c1,8,-4,-2.0,-0.1,-1,21,11,0,/,9
CC(C)(C)C(=O)Nc1cccc(-c2ccc[nH]2)n1,9,-6,/,-3.2,30*,/,2,9,/,/
O=S(=O)(c1cc(Cl)c(Cl)cc1Cl)N1CCN2CCCC2C1 (configuration not stated),-13,-17,0.2,-3.4,2,25,-2,-9,-0.2,-3
O=C(N[C@@H](Cc1ccccc1)C(=O)OCc1ccccc1)c1nc[nH]c1C(=O)N1CCc2ccccc2C1,-2,-3,-0.7,-2.1,3,0,0,6,-1.0,-1
COc1ccc(S(=O)(=O)N2CCN(C)CC2)cc1NC(=O)c1ccccc1C,7,-9,-0.6,0.2,3,21,2,-7,-1.5,-2
CCC(=O)Nc1ccc2c(c1)nc(CCN1CCN(C)CC1)n2C,-8,1,1.8,0.3,0,40,-1,4,1.1,0

# A portion taken from the entries so far:
SMILES,MazF activator,BoNT F protease,UGM FP inh,FadD28 binding,Mtb FBA inh,DUSP3 inh,CCHF vOTU inh,GDH-TPI counter,Mtb BioA inh,Rv3671c protease
O=C(CN1C(=O)NC2(CCCC2)C1=O)N1CCN(C(=O)c2ccco2)CC1,7,2,1.2,-3.7,-2,10,4,5,-1.3,1
CNCC(=O)Nc1ccc(Cl)c(C(F)(F)F)c1,0,-5,-5.3,-1.0,-3,20,2,2,/,-2
COc1ccccc1N1CCN(CCN2C(=O)C3CCCN3C2=O)CC1 (configuration not stated),-7,-2,-0.6,-2.2,-2,-4,6,-1,-2.2,12
COCCN(C(=O)c1ccco1)c1nnc(-c2ccc(F)cc2)s1,-14,-3,2.7,-4.7,-3,14,-9,9,-0.2,0
COc1ccccc1CCC(=O)N(CCC1=CCCCC1)c1c(N)n(Cc2ccccc2)c(=O)[nH]c1=O,-7,4,-0.3,-3.3,4,/,3,6,/,6
Cc1cc(NS(=O)(=O)c2ccc(NC(=O)c3c(F)c(F)c(F)c(F)c3F)cc2)nc(C)n1,-1,-15,-0.1,0.8,1,-13,17,-1,-0.9,-6
Cc1ccccc1NC(=NCCCN1CC1)Nc1ccccc1C,-6,-53,/,-4.6,0,/,27,1,/,/
Cc1ccc(CNC(=O)C2CCCN2C(=O)NCc2ccccc2)cc1 (configuration not stated),11,6,-2.8,-3.1,-9,20,-13,0,2.0,-3
COc1ccc(CC(=O)OCc2nnc(-c3ccccc3)o2)cc1,-4,2,2.1,-3.6,0,-2,-9,-5,/,0
COc1ccc(CCN(C)C(=O)C2CC(=O)N(Cc3ccc(C)cc3)C2)cc1OC (configuration not stated),5,-4,-0.3,-1.4,5,/,5,4,0.2,-13
CCCS(=O)(=O)N1CCN(C(=O)COc2ccccc2)CC1,8,/,-2.1,0.2,0,28,-6,6,0.2,-4
O=C(NCc1ccco1)C(c1ccco1)N(CCc1ccccc1)C(=O)Cn1nnc2ccccc21 (configuration not stated),0,4,0.6,-2.7,2,-4,6,3,-0.8,-10
Clc1ccccc1-c1nnc(-c2cccs2)o1,5,4,-0.1,-2.9,22,20,-5,5,0.9,-4
Cc1ccc2c(c1)N(CCC(=O)NCCCN1CCCC1)C(=O)CO2,8,-4,-0.2,-4.0,-2,28,1,-9,-3.4,-7
